Bcl-B Bim block: disrupts Bim peptide binding to human Bcl-B; Q9HD36; bead-based flow cytometry; inhibition, % at 10 µM; actives 0.073% (n = 190,000);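 further: 0% = tracer peptide without compound and 100% = reference inhibitor peptide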
Target sequence (Q9HD36 whole entry, looked up): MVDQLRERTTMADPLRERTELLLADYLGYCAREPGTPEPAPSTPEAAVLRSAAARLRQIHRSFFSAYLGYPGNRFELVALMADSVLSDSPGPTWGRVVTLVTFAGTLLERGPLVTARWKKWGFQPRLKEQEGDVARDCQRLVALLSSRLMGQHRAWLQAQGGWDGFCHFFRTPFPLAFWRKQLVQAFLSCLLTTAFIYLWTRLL
HRas wt GTP bind: modulators of GTP binding to human HRas wildtype; GST-Ras wt beads, Bodipy-FL-GTP binding, flow cytometry; actives lie on both sides; AID 759; actives 0.14% (n = 190,000); GTP binding activity, % at 10 µM;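 active means GTP binding activity at least 20% away from the 100% baseline, either lowered as inhibitor or raised as activator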;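 further: 0% = unlabeled GTP competition control and 100% = no-compound control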
Rac1 wt modul: modulators of human Rac1 wildtype GTP binding; GTP binding activity (% of control), % at 10 µM; actives 0.27% (n = 190,000); GST-Rac1 beads, fluorescent GTP binding, flow cytometry; actives lie on both sides; 0 = cold GTP competed, 100 = untreated; P63000;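 active means GTP binding activity at least 20 points away from the 100% control level, either lower or higher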
Bim-Bfl-1: disrupts Bim binding to human Bfl-1; Q16548; Bead-based flow cytometry, Bim-Bfl-1 binding inhibition; inhibition, % at 10 µM; actives 0.12% (n = 190,000); AID 1008;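 further: 0% = wells without compound plus tracer and 100% = blocker peptide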
Rac1 act GTP bind: modulators of GTP binding to human Rac1 activated mutant | P63000 | GST-Rac1 activated beads, fluorescent GTP binding, flow cytometry; actives lie on both sides; 100% means binding = to untreated wells | percent activity (GTP binding), % at 10 µM | actives 0.11% (n = 190,000) | AID 764;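 active means GTP binding at least 20 percentage points away from the 100% baseline, in either direction, so actives lie on both sides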
Cdc42 wt: modulators (inhibitors or activators) of GTP binding to human Cdc42 wildtype; GST-Cdc42 beads, Bodipy-GTP binding, flow cytometry; actives lie on both sides; percent activity (GTP binding), % at 10 µM; actives 0.2% (n = 190,000); AID 761;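 active means percent activity GTP binding at least 20 points away from the 100% baseline, either down as inhibitor or up as activator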;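 further: median bead fluorescence of bound Bodipy-FL-GTP at 100 nM; 0% = excess unlabeled GTP control and 100% = no compound control; below 100% means less GTP binding so inhibitor and above means activator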
Bim-Bcl-W: disrupts Bim peptide binding to human Bcl-W. Q92843. AID 952. inhibition, % at 10 µM. bead-based flow cytometry. actives 0.02% (n = 190,000);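 further: 0% = bound tracer without compound and 100% = peptide blocker; higher means less fluorescent Bim peptide bound to Bcl-W beads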
Rab2A wt mod: changes GTP binding to wildtype dog Rab2A, up or down. P61105. GST-Rab2 wt beads, Bodipy-GTP binding, flow cytometry. GTP binding activity, % at 10 µM. actives 0.19% (n = 190,000). AID 760;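 active means GTP binding activity at least 20 points away from 100%, either lowered or raised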;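 further: 0% = beads with excess unlabeled GTP and 100% = no-compound control corrected for plate trend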
Bim-Bcl-2: disrupts Bim peptide binding to human Bcl-2; Bead-based flow cytometry, Bim peptide-Bcl-2 binding; P10415; actives 0.06% (n = 190,000); inhibition, % at 10 µM; in the data active means inhibition above about 40%;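 further: 0% = no compound wells with probe peptide and 100% = reference peptide inhibitor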
Target sequence (P10415 whole entry, looked up): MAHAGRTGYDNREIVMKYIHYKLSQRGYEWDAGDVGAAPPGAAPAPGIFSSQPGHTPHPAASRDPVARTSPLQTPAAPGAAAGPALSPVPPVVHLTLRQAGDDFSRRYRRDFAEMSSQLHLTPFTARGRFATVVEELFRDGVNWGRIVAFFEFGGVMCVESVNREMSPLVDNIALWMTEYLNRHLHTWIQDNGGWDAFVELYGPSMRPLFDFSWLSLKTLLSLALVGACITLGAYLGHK
Rab7 wt GTP bind: modulators of GTP binding to dog Rab7 wildtype GTPase. actives 0.055% (n = 190,000). GTP binding activity (percent of control), % at 10 µM. GST-Rab7 beads, fluorescent GTP binding, flow cytometry; actives lie on both sides; untreated = 100%, excess cold GTP = 0%;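 active means fluorescent GTP binding to Rab7 beads changed by at least 20 points from the 100% baseline, either direction, mostly lower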;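 further: median green fluorescence of bound Bodipy-FL-GTP per Rab7 bead population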
Bim-Bcl-XL: inhibitors of Bim-Bcl-XL interaction, human | AID 1007 | Q07817 | Bim peptide-Bcl-XL binding, bead flow cytometry, fluorescence | inhibition, % at 10 µM | actives 0.04% (n = 190,000)
Target sequence (Q07817 whole entry, looked up): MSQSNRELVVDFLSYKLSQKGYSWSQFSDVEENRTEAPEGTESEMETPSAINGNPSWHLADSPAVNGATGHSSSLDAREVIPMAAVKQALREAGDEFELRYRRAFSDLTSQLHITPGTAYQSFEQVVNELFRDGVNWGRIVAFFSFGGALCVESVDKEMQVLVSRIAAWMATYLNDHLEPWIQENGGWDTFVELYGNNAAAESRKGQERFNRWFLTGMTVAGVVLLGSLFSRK
* = called active by the depositor. Unless noted, no stated cut-off is given here; in the data, active means inhibition above about 40%.

1	COc1ccc(NC(=S)NC(NC(=O)CCl)C(Cl)(Cl)Cl)c([N+](=O)[O-])c1 (stereo not given)
2	Cc1ccc(/C=C/C2=NN(C)C(=O)CC2)cc1
3	COc1ccc(Nc2nc(N3CCN(C)CC3)nc3ccccc23)c(OC)c1
4	COc1ccc(-c2cn3c(C)c(C(=O)NC(C)C)sc3n2)cc1
5	CCOC(=O)c1ccc(NC(=S)N2CCSC2c2ccc(Br)cc2)cc1 (stereo not given)
6	CCn1c(SCC(=O)N2CCOCC2)nc2oc3c(Cl)cc(Cl)cc3c(=O)c2c1=O

| assay / compound | 1 | 2 | 3 | 4 | 5 | 6 |
| --- | --- | --- | --- | --- | --- | --- |
| Bcl-B Bim block | -11 | -5 | 0 | -3 | -8 | 1 |
| HRas wt GTP bind | 96 | 97 | 100 | 96 | 100 | 99 |
| Rac1 wt modul | 97 | 98 | 101 | 100 | 106 | 94 |
| Bim-Bfl-1 | 4 | -4 | -5 | 0 | 1 | 5 |
| Rac1 act GTP bind | 94 | 95 | 96 | 97 | 101 | 92 |
| Cdc42 wt | 94 | 96 | 101 | 97 | 102 | 98 |
| Bim-Bcl-W | 0 | -1 | 1 | -1 | -4 | 0 |
| Rab2A wt mod | 97 | 96 | 97 | 94 | 100 | 98 |
| Bim-Bcl-2 | -3 | -3 | 0 | 0 | -6 | -1 |
| Rab7 wt GTP bind | 100 | 96 | 93 | 93 | 97 | 97 |
| Bim-Bcl-XL | -4 | -1 | -1 | 0 | -9 | -1 |

The list goes on; the last two above are carried over.
5	CCOC(=O)c1ccc(NC(=S)N2CCSC2c2ccc(Br)cc2)cc1 (stereo not given)
6	CCn1c(SCC(=O)N2CCOCC2)nc2oc3c(Cl)cc(Cl)cc3c(=O)c2c1=O
7	CC(C)(C)c1ccc(CCC(CC(=O)O)CC(=O)O)cc1
8	CCCC(=O)NC(=S)Nc1ccccc1OC
9	CCCNS(=O)(=O)c1ccc(N2CCCC2=O)c([N+](=O)[O-])c1
10	COC(=O)C1=NN[C@H](C(=O)OC)[C@H]1c1ccccc1
11	COc1cccc(C(=O)OC2CCN(C)CC2)c1
12	CCOc1cc(NC(=O)C2CC2)c(OCC)cc1NC(=O)CCn1nnc2ccccc21

| assay / compound | 5 | 6 | 7 | 8 | 9 | 10 | 11 | 12 |
| --- | --- | --- | --- | --- | --- | --- | --- | --- |
| Bcl-B Bim block | -8 | 1 | -4 | -2 | -2 | -3 | 4 | -2 |
| HRas wt GTP bind | 100 | 99 | 98 | 102 | 104 | 99 | 92 | 101 |
| Rac1 wt modul | 106 | 94 | 100 | 102 | 101 | 107 | 100 | 103 |
| Bim-Bfl-1 | 1 | 5 | -4 | 0 | -1 | -3 | 2 | 0 |
| Rac1 act GTP bind | 101 | 92 | 94 | 98 | 101 | 101 | 96 | 103 |
| Cdc42 wt | 102 | 98 | 97 | 102 | 101 | 104 | 94 | 102 |
| Bim-Bcl-W | -4 | 0 | -3 | 0 | -1 | -2 | 0 | 1 |
| Rab2A wt mod | 100 | 98 | 98 | 102 | 99 | 97 | 93 | 99 |
| Bim-Bcl-2 | -6 | -1 | -4 | -1 | 0 | 0 | 0 | 3 |
| Rab7 wt GTP bind | 97 | 97 | 103 | 105 | 102 | 95 | 90 | 99 |
| Bim-Bcl-XL | -9 | -1 | -2 | 0 | -2 | -2 | 0 | -1 |

Part of the list above in order of molecular weight, ascending.
11	COc1cccc(C(=O)OC2CCN(C)CC2)c1
10	COC(=O)C1=NN[C@H](C(=O)OC)[C@H]1c1ccccc1
9	CCCNS(=O)(=O)c1ccc(N2CCCC2=O)c([N+](=O)[O-])c1
12	CCOc1cc(NC(=O)C2CC2)c(OCC)cc1NC(=O)CCn1nnc2ccccc21
5	CCOC(=O)c1ccc(NC(=S)N2CCSC2c2ccc(Br)cc2)cc1 (stereo not given)

| assay / compound | 11 | 10 | 9 | 12 | 5 |
| --- | --- | --- | --- | --- | --- |
| Bcl-B Bim block | 4 | -3 | -2 | -2 | -8 |
| HRas wt GTP bind | 92 | 99 | 104 | 101 | 100 |
| Rac1 wt modul | 100 | 107 | 101 | 103 | 106 |
| Bim-Bfl-1 | 2 | -3 | -1 | 0 | 1 |
| Rac1 act GTP bind | 96 | 101 | 101 | 103 | 101 |
| Cdc42 wt | 94 | 104 | 101 | 102 | 102 |
| Bim-Bcl-W | 0 | -2 | -1 | 1 | -4 |
| Rab2A wt mod | 93 | 97 | 99 | 99 | 100 |
| Bim-Bcl-2 | 0 | 0 | 0 | 3 | -6 |
| Rab7 wt GTP bind | 90 | 95 | 102 | 99 | 97 |
| Bim-Bcl-XL | 0 | -2 | -2 | -1 | -9 |

(list continues)
13	Cc1cc(C)c[n+](-c2[nH]c(=O)sc2/C=N/N=C(\N)[S-])c1
14	CN(C)S(=O)(=O)c1ccc(NC(=O)COC(=O)CC2CC3CCC2C3)cc1 (stereo not given)
15	O=C(C1CCC(Cn2c(=S)[nH]c3ccccc3c2=O)CC1)N1CCN(c2ccccn2)CC1 (stereo not given)
16	Clc1ccc(CSc2cc3c(nn2)-c2ccccc2CC3)cc1
17	O=S(=O)(c1cccc2nsnc12)N1CCc2ccccc21
18	CC(C)OCCCNC(=O)Cn1ncc2c(=O)oc3ccccc3c21
19	COc1ccc(N2CCN(C(CNC(=O)C(=O)NCc3ccc4c(c3)OCO4)c3ccco3)CC2)cc1 (stereo not given)
20	COC(=O)c1ccc(C(=O)OC)c(NC2=NS(=O)(=O)c3ccccc32)c1
21	CCN(CC)C(=O)c1ccc(S(=O)(=O)NCc2cccnc2)cc1

| assay / compound | 13 | 14 | 15 | 16 | 17 | 18 | 19 | 20 | 21 |
| --- | --- | --- | --- | --- | --- | --- | --- | --- | --- |
| Bcl-B Bim block | -9 | -5 | 52* | -12 | -5 | -8 | -7 | -6 | -9 |
| HRas wt GTP bind | 93 | 95 | 93 | 102 | 100 | 99 | 96 | 99 | 102 |
| Rac1 wt modul | 99 | 98 | 91 | 106 | 102 | 111 | 99 | 101 | 109 |
| Bim-Bfl-1 | -3 | -5 | 13 | -15 | -3 | -17 | -5 | -9 | -11 |
| Rac1 act GTP bind | 95 | 97 | 95 | 96 | 97 | 99 | 94 | 99 | 100 |
| Cdc42 wt | 95 | 96 | 91 | 100 | 102 | 101 | 98 | 101 | 103 |
| Bim-Bcl-W | 0 | 0 | 7 | -3 | -3 | -1 | 0 | 0 | 3 |
| Rab2A wt mod | 93 | 94 | 94 | 100 | 97 | 99 | 98 | 98 | 104 |
| Bim-Bcl-2 | 0 | -3 | 37 | -5 | -5 | -11 | -3 | -6 | -7 |
| Rab7 wt GTP bind | 95 | 92 | 95 | 103 | 93 | 99 | 102 | 96 | 102 |
| Bim-Bcl-XL | -3 | -3 | 7 | -8 | -5 | -4 | -1 | -3 | -3 |

Given with each value named: 2 of the compounds above
2	Cc1ccc(/C=C/C2=NN(C)C(=O)CC2)cc1
  Bcl-B Bim block: -5	HRas wt GTP bind: 97	Rac1 wt modul: 98	Bim-Bfl-1: -4	Rac1 act GTP bind: 95	Cdc42 wt: 96	Bim-Bcl-W: -1	Rab2A wt mod: 96	Bim-Bcl-2: -3	Rab7 wt GTP bind: 96	Bim-Bcl-XL: -1
18	CC(C)OCCCNC(=O)Cn1ncc2c(=O)oc3ccccc3c21
  Bcl-B Bim block: -8	HRas wt GTP bind: 99	Rac1 wt modul: 111	Bim-Bfl-1: -17	Rac1 act GTP bind: 99	Cdc42 wt: 101	Bim-Bcl-W: -1	Rab2A wt mod: 99	Bim-Bcl-2: -11	Rab7 wt GTP bind: 99	Bim-Bcl-XL: -4
